TWEAK Fn14 block: inhibitors of TWEAK-Fn14 interaction signaling. AID 1159606. TWEAK-stimulated Fn14 reporter cells, luciferase luminescence, 8 h. 360,000 tested, 2% active. inhibition, % at 10 µM; in the data active = inhibition above about 50%
COUP-TFII inh: blocks human COUP-TFII nuclear receptor; P24468; HEK293T NGFI-A luciferase reporter, luminescence; inhibition, % at 8.6 µM; 370,000 tested, 0.7% active; AID 686940;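 active = inhibition above a per-plate cutoff, mean inhibition of test wells between control levels plus 3 SD, cut at about 38% in these data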;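 also: cells cotransfected with COUP-TFII expression vector driving the NGFI-A reporter; 0% = median of COUP-TF2 test wells and 100% = reporter-only cells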
Target sequence (P24468 whole entry, looked up): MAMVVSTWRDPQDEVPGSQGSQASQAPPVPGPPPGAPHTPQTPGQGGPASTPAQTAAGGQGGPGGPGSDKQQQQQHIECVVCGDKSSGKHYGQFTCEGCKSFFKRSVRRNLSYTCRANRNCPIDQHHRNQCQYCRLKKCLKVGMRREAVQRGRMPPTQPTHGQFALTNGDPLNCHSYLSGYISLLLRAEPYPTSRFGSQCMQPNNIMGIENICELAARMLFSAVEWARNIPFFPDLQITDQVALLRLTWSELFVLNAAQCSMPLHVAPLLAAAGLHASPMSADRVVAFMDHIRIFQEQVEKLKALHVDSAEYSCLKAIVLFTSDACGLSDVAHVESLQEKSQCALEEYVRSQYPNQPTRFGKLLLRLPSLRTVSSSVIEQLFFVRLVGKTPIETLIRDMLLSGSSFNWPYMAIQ
TLR9-MyD88 block: TLR9-MyD88 interaction inhibition | CHO BLA complementation TLR9-MyD88, CCF4 FRET ratio | 340,000 tested, 0.21% active | Q9NR96+Q99836 | inhibition, % at 4.98 µM;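 active = inhibition above the mean over all tested compounds plus 3 SD, cut at about 21% in these data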;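 also: 0% = DMSO only wells and 100% = clavulanate BLA inhibitor control wells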
SRC3 inh: human NCOA3 inhibition. 360,000 tested, 0.17% active. HEK293 GAL4-SRC3 luciferase reporter, luminescence. inhibition, % at 3.6 µM. Q9Y6Q9. AID 588352;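 active = inhibition above a per-campaign cutoff, the mean of all compounds plus 3 SD, cut at about 60% in these data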;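 also: 0% = DMSO-treated cells and 100% = gossypol-treated cells at 36 µM; higher means less SRC3-driven luciferase light from the GAL4 reporter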
LRH-1 inv ag: inverse agonists of human LRH-1 (NR5A2). HEK293T StAR-luciferase reporter, LRH-1 transfected, 24 h. 360,000 tested, 0.13% active. inhibition, % at 3.6 µM. O00482. AID 602396;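 active = inhibition above the mean inhibition of all tested compounds plus 3 SD, cut at about 73% in these data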;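 also: 0% = DMSO wells and 100% = reporter-only cells lacking LRH-1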
NCOA2 inhibitor: human SRC2 (NCOA2) inhibition; HEK293 GAL4-SRC2 luciferase reporter, luminescence; Q15596; 370,000 tested, 0.17% active; inhibition, % at 9 µM; AID 651957;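 active = inhibition above the mean inhibition of all tested compounds plus 3 SD, set per campaign, cut at about 52% in these data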;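 also: 0% = DMSO treated cells and 100% = cells given Gossypol at 36 µM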
ABHD5 PLIN5 PPI: blocks binding of human ABHD5 to perilipin-5; Split G. princeps luciferase complementation, luminescence, 4 h; inhibition, % at 4 µM; 360,000 tested, 0.78% active; AID 602281;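 active = inhibition above the mean inhibition across every tested compound plus 3 SD, cut at about 22% in these data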;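 also: 0% = DMSO only wells and the 100% control is not disclosed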
NOD2 RIPK2 PPI: NOD2-RIPK2 protein interaction inhibition | O43353 | CHO BLA complementation NOD2-RIPK2, CCF4 ratio | inhibition, % at 4.98 µM | 360,000 tested, 0.38% active | AID 624267; in the data active = inhibition above about 21%;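 also: 0% = vehicle only and 100% = reference blocker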
Target sequence (O43353 whole entry, looked up): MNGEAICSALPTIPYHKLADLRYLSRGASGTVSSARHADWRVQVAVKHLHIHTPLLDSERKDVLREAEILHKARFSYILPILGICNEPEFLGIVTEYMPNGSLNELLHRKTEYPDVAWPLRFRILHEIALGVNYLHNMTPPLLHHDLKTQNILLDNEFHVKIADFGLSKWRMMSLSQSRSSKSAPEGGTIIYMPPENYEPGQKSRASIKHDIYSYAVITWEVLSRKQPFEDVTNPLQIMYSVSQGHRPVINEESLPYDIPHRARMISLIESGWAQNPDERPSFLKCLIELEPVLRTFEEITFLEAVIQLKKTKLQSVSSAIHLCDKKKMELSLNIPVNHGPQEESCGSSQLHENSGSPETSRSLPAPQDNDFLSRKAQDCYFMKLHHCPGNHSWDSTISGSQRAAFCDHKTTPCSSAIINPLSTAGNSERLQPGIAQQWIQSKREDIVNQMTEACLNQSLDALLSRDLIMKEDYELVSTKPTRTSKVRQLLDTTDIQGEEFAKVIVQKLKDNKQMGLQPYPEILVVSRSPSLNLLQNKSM
NCOA1 inh: human NCOA1 inhibition; Q15788; HEK293 GAL4-SRC1 luciferase reporter, luminescence; inhibition, % at 3.6 µM; 360,000 tested, 0.12% active; AID 588354;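 active = inhibition above the campaign mean plus 3 SD, with each screening campaign given its own cutoff, cut at about 60% in these data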;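 also: 0% = DMSO treated cells and 100% = gossypol at 36 µM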
TROY signal inh: blocks TROY-dependent signaling in reporter cells. 360,000 tested, 0.98% active. Q293 LMP1-TROYcd NF-kB luciferase reporter, 4 h. AID 1347056. inhibition, % at 10 µM;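 active = compounds whose plate-normalised and pattern-corrected inhibition of the luciferase reporter signal at the single screening dose is 50% or more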
Exocytosis inh: blocks lytic granule exocytosis; TALL-104 LAMP-1 surface exposure, flow cytometry; cells stimulated with thapsigargin and PMA; inhibition, % at 10 µM; 360,000 tested, 0.66% active; AID 651702;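 active = inhibition above about 55%, limit read from the data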
Numbers without * were called inactive; · = no result given. A portion of the library, so the mix of outcomes need not match the whole.

Results follow in this order: SRC3 inh, LRH-1 inv ag, TLR9-MyD88 block, TROY signal inh, ABHD5 PLIN5 PPI, NCOA2 inhibitor, NOD2 RIPK2 PPI, COUP-TFII inh, TWEAK Fn14 block, NCOA1 inh, Exocytosis inh
Cc1nnc(N2C(=O)C(O)=C(C(=O)c3ccco3)C2c2ccc(C(C)(C)C)cc2)s1 (stereo not given)
→ 0.2, -47.4, -0.3, -14.8, -3.0, -8.3, 3.5, -16.6, -17.3, -4.3, 0.0
COc1ccccc1NC(=O)CSc1nnc(Cn2cnc3ccccc32)o1
→ 6.1, -1.8, -4.8, 11.7, -5.2, -31.2, -3.6, 7.7, 6.4, -0.6, -2.8
c1ccc(Nc2c(-c3ccco3)nc3ccccn23)cc1
→ -17.6, -10.2, 2.4, -34.4, 4.3, -14.9, -6.2, -21.5, -46.2, -29.9, -3.5
Cc1ccc(S(=O)(=O)Oc2ccc(/C=C3/C(=N)N4C(=NC3=O)SN=C4S(C)(=O)=O)cc2)cc1
→ -2.5, 24.0, -6.2, -11.0, 2.4, -5.9, -4.0, 2.5, -15.5, 1.4, -14.9
CC(C)n1c(SCC(=O)Nc2ccccc2N2CCOCC2)nc2c1c(=O)n(C)c(=O)n2C
→ -9.9, 12.5, -6.6, 15.5, 5.3, 9.1, 12.3, 1.3, 4.1, 2.1, -1.0
CC(OC(=O)Cn1[nH]c(=O)c2ccccc2c1=O)C(=O)Nc1cccc(Cl)c1 (stereo not given)
→ -1.3, 9.1, -1.1, -13.6, 4.4, -9.0, 2.0, 10.7, -10.3, -13.8, -10.5
COc1cc(C(=O)OCCCN=C2NS(=O)(=O)c3ccccc32)cc(OC)c1OC
→ 5.7, -0.8, 1.0, 8.6, -2.9, -11.4, -2.4, 0.6, 6.0, -7.5, 1.8
COc1ccc(CN(Cc2cc3cccc(C)c3[nH]c2=O)C(=O)N(C)C)cc1
→ -14.1, 15.4, -5.2, 3.8, 0.8, 6.6, -2.6, 11.1, 10.6, 15.3, -3.0
O=C(O)C[C@H]1c2ccc(C(F)(F)F)cc2S(=O)(=O)N1Cc1ccccc1
→ 2.5, 14.8, 7.6, -8.3, -26.1, 3.4, -7.1, 13.9, -1.1, -30.9, -4.3
Cc1ccc(S(=O)(=O)N2CCN(CCNC(=O)C(=O)Nc3ccc(F)cc3)CC2)cc1
→ 4.0, -7.6, -6.1, -5.3, -6.7, 27.2, 6.3, -33.0, -5.9, -18.2, 0.7
CNc1[nH]ncc1[N+](=O)[O-]
→ -49.0, -41.0, -1.3, 29.7, -4.5, 0.3, 9.4, -2.5, -22.3, -55.4, -0.1
Cc1cc(N2CCN(C)CC2)nc2ccc(NC(=S)NCCC(C)C)cc12
→ -11.1, 15.9, -3.2, 53.9*, 4.4, -37.1, -5.6, 14.5, 25.3, -9.1, 28.4
CN(C)S(=O)(=O)c1cccc(NC(=S)NCCCn2ccnc2)c1
→ 6.9, 0.3, 6.5, 5.5, -0.7, 10.4, -0.1, 5.1, 3.7, -10.2, -0.5
COc1ccc(S(=O)(=O)N(C(C)=O)c2ccc3oc(=O)sc3c2)cc1
→ 15.8, -2.7, -9.4, 23.6, 28.7*, -18.0, -3.9, 10.5, -3.5, 4.1, -2.8
C[C@H](CO)N1C[C@H](C)[C@H](CN(C)Cc2ccc(-c3ccccc3)cc2)Oc2ccc(NS(=O)(=O)c3ccccc3)cc2CC1=O
→ -1.2, -2.2, 1.3, 21.2, -5.9, ·, -1.2, ·, 30.2, -7.8, 41.6
COc1ccc(Sc2nc(-c3ccccc3)ncc2C(=O)O)cc1
→ 10.8, -7.5, -10.2, 0.1, -2.7, 2.2, -1.4, -7.5, -14.9, -12.2, -5.4
c1ccc(-n2nnnc2Sc2ncnc3sc4c(c23)CCCC4)cc1
→ 10.5, -5.0, -6.0, 73.0*, 6.7, 6.1, -11.6, -4.3, 99.5*, 0.4, 4.1
CC(OC(=O)c1ccc2c(c1)OCCO2)C(=O)NC1CCCCC1C (stereo not given)
→ 19.9, 8.7, 7.1, -4.9, 3.4, 4.8, -2.3, 11.4, -4.7, -15.2, 2.9
Cc1nn(Cc2ccccc2Cl)c(C)c1N
→ 10.2, 13.1, -2.6, -4.0, 6.6, -17.7, -0.1, 9.7, 8.9, -14.9, 1.8
CC(=O)N(C)c1nnc(-c2ccccn2)s1
→ -15.3, -59.6, -1.4, -55.4, 2.9, -28.1, 6.5, -10.3, -27.3, -39.9, 1.7
O=C(c1cc(S(=O)(=O)N2CCCCC2)c(Cl)cc1N1CCOCC1)N1CCOCC1
→ 4.7, 2.6, 3.0, -9.1, -1.4, 4.4, 7.1, -3.8, -8.9, 4.1, -3.7
CCc1nnc(NC(=O)C2CCCN2S(=O)(=O)c2ccc(F)cc2)s1 (stereo not given)
→ 7.2, -2.8, 5.1, 0.0, -4.2, -7.1, -1.5, 11.3, 9.8, -7.2, -1.6
CC(C)CC(C(=O)NCC1CCCO1)N(C(=O)Cn1nnc(-c2ccc(F)cc2)n1)c1cccc(C(F)(F)F)c1 (stereo not given)
→ 11.6, -5.3, -2.8, 21.6, 0.0, 0.5, -10.0, -0.7, 0.7, -3.0, 5.9
COc1ccc(F)cc1S(=O)(=O)Nc1ccncc1
→ -38.2, 8.5, -12.8, 13.8, 1.5, -4.8, 1.5, -12.5, 8.9, 7.5, -7.7
CC(C)(C)C1CCC(=NNC(=S)Nc2cccnc2)CC1 (stereo not given)
→ 3.9, -0.6, -1.8, -1.6, -7.4, -28.4, -15.7, 14.5, -16.2, 0.1, 2.9
O=C(COC(=O)c1cccnc1Cl)NC1CCCCC1
→ 9.0, 4.0, 10.5, -31.0, -1.0, 2.4, -5.2, 4.0, -8.4, 2.4, 5.4
Cc1cc(C)c2c(n1)sc1c(N3CCN(CCO)CC3)ncnc12
→ 12.2, 13.9, -5.6, -7.8, 0.0, -13.4, 4.1, 0.8, -38.1, -21.1, 2.6
Cc1ccc(C)c(NC(=O)Cn2cc(C(=O)C3CC3)c3ccccc32)c1
→ 9.1, -6.5, -7.3, -4.9, -2.5, -3.2, -11.9, 2.2, 3.3, -1.2, -5.2
Nc1nc(-c2ccc([N+](=O)[O-])cc2)cs1
→ -10.3, -10.9, 0.7, -26.4, -5.5, -9.0, -9.9, -44.6, -2.9, -12.6, 2.0
COc1ccc2c(c1)CCc1c(C(=O)NCC(C)C)noc1-2
→ -71.7, -197.0, -4.2, -42.1, -1.0, -29.9, -5.4, -20.7, 12.6, -113.2, 2.1
Cc1ccc(NS(=O)(=O)c2cc(Br)cnc2N)cc1C
→ 0.9, 1.6, -7.1, 4.3, -23.7, 13.6, -0.9, 13.8, 26.9, -15.8, -11.1
C[C@@H]1O[C@@H](OC[C@H]2O[C@@H](Oc3c(-c4ccc(O)c(O)c4)oc4cc(O)cc(O)c4c3=O)[C@H](O)[C@@H](O)[C@@H]2O)[C@H](O)[C@H](O)[C@H]1O
→ 0.1, -16.8, 0.1, 1.3, -0.4, -5.2, -6.0, -5.7, -3.9, -2.4, -2.1
CC(=O)c1c(N(C)C)ccnc1C(F)(F)F
→ 19.5, -6.4, 2.4, 7.3, -5.8, -7.8, -2.2, -3.5, -6.8, -1.7, 0.4
C/C(=N\NC(=O)COc1ccc2ccccc2c1)c1cccs1
→ -4.5, -13.6, 4.4, -11.6, 0.6, -12.4, -6.4, 10.9, -23.5, -5.2, 4.4
COC(=O)c1cn(-c2nc3ccccc3s2)nn1
→ ·, 1.6, ·, -22.0, 3.2, 4.5, -4.3, 0.9, -20.2, ·, -2.7
Cc1cc([N+](=O)[O-])nn1CCCC(=O)Nc1sc2c(c1C(N)=O)CCC(C)C2 (stereo not given)
→ 14.3, -9.0, -8.0, -6.9, 3.7, 9.7, 3.4, -7.3, 20.5, 0.4, -0.3
Cc1cc(-c2nc3ncccc3o2)ccc1NC(=S)NC(=O)C(C)C
→ 6.7, -1.3, -3.7, -64.8, 3.7, -8.6, 0.8, 25.9, 12.0, -5.9, -1.5
C/C(=N\Nc1nccnc1Cl)c1ccc(O)cc1
→ -102.0, -108.4, -5.9, -34.7, 16.6, -73.6, 5.7, -40.7, -14.6, -127.8, -4.3
CN(C)c1ccc(N2CN=C3SCC(=O)N3C2)cc1
→ -19.1, -2.7, 0.9, -8.4, -9.9, -30.7, 0.2, 10.9, 4.2, -20.0, 2.7
CCOc1ccc(NC(=O)C2CC(=O)NC(N3CCc4ccccc43)=N2)cc1 (stereo not given)
→ 2.8, -2.9, -0.9, 11.5, -6.4, -0.3, -4.2, 2.3, 3.3, -6.0, -0.1
NC(=O)C1(N2CCCCC2)CCN(C(=S)Nc2ccc(Cl)cc2)CC1
→ 2.7, 8.3, 0.4, -18.1, -1.4, -5.2, 6.4, 15.1, 3.9, -12.5, -0.1
FC(F)(F)c1ccccc1/C=N/N1CCN(Cc2ccccc2)CC1
→ -4.8, -7.2, -0.4, -88.9, -12.8, -14.7, -10.4, -22.3, -44.0, -43.5, 0.8
COC(=O)Nc1nc(-c2cc(Cl)ccc2Cl)cs1
→ 16.8, 40.6, 11.5, -12.5, -0.9, 24.4, -9.6, 13.3, -2.8, -8.4, 0.8
CCOC(=O)C(Sc1ncc(C#N)c(N)n1)C(C)C (stereo not given)
→ -2.5, 4.7, 4.3, -3.1, 8.5, 11.0, -6.5, -8.6, 27.4, 2.9, -1.9
CCCC(=O)N1CCCC1(C)C(=O)N(C)Cc1cccc2ccccc12 (stereo not given)
→ -6.0, 7.8, ·, -9.2, 2.4, -1.9, 0.4, 6.6, -3.4, 2.8, 0.7
CCOCC(=O)Nc1nnc(Cc2ccc(OC)cc2)s1
→ 8.8, 5.5, -2.8, -6.2, 1.4, -38.8, -10.4, 4.2, -18.9, 5.0, 4.2
CCCCC(=O)Nc1cc(C)c(NC(=O)c2ccco2)cn1
→ -10.8, -5.4, -5.2, 2.5, 7.0, 10.5, -5.2, -0.3, -3.6, 15.8, -6.3
CCN1C(=O)N(c2cccc3ccccc23)C(C)=CC1(C)C
→ -10.3, 9.7, 1.5, 31.2, 5.8, 4.6, 11.2, 12.8, 14.9, -30.4, 0.5
Cc1ccc(NC(=O)CSc2nncn2N)cc1C
→ -0.4, 0.3, -4.2, -0.6, 2.7, 1.2, -14.2, -3.6, 10.0, -0.3, 6.8
N#Cc1ccc(C(=O)Nc2ccc([N+](=O)[O-])cc2)c(F)c1
→ -21.7, 3.2, -0.9, -14.2, -0.9, 2.4, 5.6, 5.2, -20.3, -25.0, 1.2
Cc1ccc(C(c2nnnn2CCc2ccccc2)N2CCC(C)CC2)cc1 (stereo not given)
→ 3.5, 16.6, 3.1, -13.3, -6.5, 1.0, 1.6, 17.9, 16.6, -32.1, 11.5
Cc1ccnc(NC(=O)c2ccccc2NC(=O)c2ccc(Cl)cc2Cl)c1
→ 1.1, -14.8, -7.7, 14.0, -5.4, 4.6, 1.5, 2.4, 0.9, -7.0, 30.6
CS(=O)(=O)N1CCc2cc(S(=O)(=O)Nc3ccc4oc5c(c4c3)CCCC5)ccc21
→ 14.0, -2.5, 10.0, 35.8, 8.2, 2.3, 12.3, 11.8, 22.4, -5.0, -1.9
O=C(O)CNC(=O)c1nc(-c2ccccc2)n(-c2ccccc2)n1
→ 15.2, 6.8, 5.2, 6.7, 0.0, -16.0, -1.1, -3.4, 1.6, -2.1, -0.6
